Screens deposited in PubChem BioAssay by several laboratories.
IL1B NFkB inh: blocks IL-1B driven NFkB nuclear translocation in HUVEC cells | HUVEC IL-1B NFkB p65 nuclear translocation imaging | inhibition, % at 2 µM | 94,000 tested, 0.43% active | AID 796;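 active = inhibition above about 30% together with a positive call from visual inspection of the well image, limit read from the data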;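 also: nuclear over cytoplasmic p65 intensity ratio measured by imaging; 0% = IL-1B stimulated DMSO wells and 100% = unstimulated DMSO wells; values of inactives mirror those of a sister screen read the other way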
MRP resist rev: MRP-mediated drug resistance reversal | H69AR cells + 2 uM doxorubicin, CellTiter-Glo, 72 h | differential viability (reversal), % at 10 µM | 85,000 tested, 0.04% active | AID 602;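 active = viability drop by adding the cancer drug above about 55%, with treated viability meeting a 40% cutoff, limit read from the data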;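 also: viability without doxorubicin minus viability with 2 µM doxorubicin for each compound; larger differential means the compound sensitizes cells more to doxorubicin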
PLAP inhibitors HTS: PLAP enzyme inhibitors, biochemical, luminescence, HTS (AID 690); purified PLAP, luminescent substrate; higher % means a stronger effect; one-dose inhibition, % at 20 µM; IC50 in µM for titrated hits; 96,000 tested, 0.08% active; in the data active = a potency from the dose series; inactive = the rest, 99 in 100 with inhibition below about 30%; also: strong numbers were not always called active
Bcl-B TR3 displacers: displacers of TR3 peptide from Bcl-B, primary screen, selectivity assay for Bfl-1 inhibitor project, biochemical, fluorescence polarization; FP displacement of FITC-TR3 peptide from Bcl-B; higher % means a stronger effect; displacement, % at 20 µM; hits with a dose series show IC50 in µM; 96,000 tested, 0.11% active; AID 748;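 active = displacement above 50% at 20 µM plus a fluorescence interference ratio under 1.5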;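 also: plate controls were wells without compound for no effect and wells lacking Bcl-B protein for full effect; a part of the inactive calls stands beside numbers as strong as those of hits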
IL1B NFkB pot: enhances IL-1B driven NFkB nuclear translocation; activation, % at 2 µM; AID 819; 94,000 tested, 0.3% active; HUVEC IL-1B NFkB p65 nuclear translocation imaging;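 active = activation above 40%, about the mean plus 3 SD, also judged a hit on visual image review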;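 also: percent activation is computed from the nuclear over cytoplasmic p65 intensity ratio; values of inactives mirror those of a sister screen read the other way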
MRP resist rev cytotoxicity: also measured in MRP resist rev; calls as there; viability, %; H69AR cells, CellTiter-Glo, 72 h; measured here: cytotoxicity without doxorubicin
MRP resist rev with doxorubicin: also measured in MRP resist rev; calls as there; viability, %; measured here: viability with 2 uM doxorubicin; hits give low values
IL1B NFkB inh cell count 2 µM: further read-out of IL1B NFkB inh, marked with its call; cell count; measured here: cells passing quality filter;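 raw number of nuclei counted in each imaged well without normalization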
IL1B NFkB pot cell count 2 µM: recorded beside IL1B NFkB pot, whose call it bears; cell count; measured here: cells passing quality filter
Active calls of the source: *; · = not tested or not shown. The list is partial. The share of hits here may be higher or lower than overall.

SMILES	IL1B NFkB inh	IL1B NFkB inh cell count 2 µM	MRP resist rev	MRP resist rev cytotoxicity	MRP resist rev with doxorubicin	PLAP inhibitors HTS	Bcl-B TR3 displacers	IL1B NFkB pot	IL1B NFkB pot cell count 2 µM
COc1ccc(Cc2nnc(SCC(=O)c3ccccc3)o2)cc1	9	184	0	90	90	-58%	-1%	-9	184
Cn1c(N)c(C(=O)COC(=O)C2(c3ccc(Cl)cc3)CCCC2)c(=O)n(C)c1=O	-9	204	10	95	85	-10%	3%	9	204
CCOc1ccc(OCCOCCOc2c(Cl)cccc2Cl)cc1	5	104	·	·	·	·	·	-5	104
CCOc1ccc(C2CC(=O)NC(SCC(=O)OC)=C2C#N)cc1 (configuration not stated)	8	166	10	105	95	-16%	-4%	-8	166
c1cn(CCCNc2ncnc3sc4c(c23)CCC4)cn1	·	·	8	89	81	-58%	-4%	·	·
Cc1csc2nc(CNC(=O)c3cccc(C(F)(F)F)c3)cn12	-27	189	5	98	93	2%	-11%	27	189
CCOC(=O)c1ccc(NC(=O)C2CC2)cc1	-18	188	-1	99	100	12%	1%	17	188
Cc1nnc(NC(=O)COc2ccccc2)s1	·	·	1	110	109	16%	-17%	·	·
CCOC(=O)C(C(=O)OCC)C(Nc1cccc(Br)c1)c1ccccc1 (configuration not stated)	6	112	·	·	·	-5%	-1%	-5	112
COC(=O)c1cc(Br)c(=O)n(-c2ccc(F)cc2)c1	-5	70	14	105	91	3%	10%	5	70
O=C(NC1CCCCC1)C(c1ccc(F)cc1)N(Cc1ccc2c(c1)OCO2)C(=O)c1cnsn1 (configuration not stated)	7	91	7	74	67	·	·	-7	91
CC(C)NC(=O)C1CCN(C(=O)c2cc3sccc3n2Cc2ccc(F)cc2)CC1	2	71	1	90	89	-6%	2%	-2	71
CCn1nnnc1SCC(=O)c1cc(OC)ccc1OC	·	·	5	93	88	-25%	-3%	·	·
Cc1cc(/C=N/NC(=O)c2cccs2)c(C)n1-c1ccccc1	7	133	·	·	·	-27%	-9%	-7	133
COC(=O)NCCOc1nc(N(C)C)nc(N(C)C)n1	5	120	7	106	98	-30%	-10%	-5	120

Structural class: the compounds so far with an aryl thioether with sulfur outside any ring.
SMILES	IL1B NFkB inh	IL1B NFkB inh cell count 2 µM	MRP resist rev	MRP resist rev cytotoxicity	MRP resist rev with doxorubicin	PLAP inhibitors HTS	Bcl-B TR3 displacers	IL1B NFkB pot	IL1B NFkB pot cell count 2 µM
COc1ccc(Cc2nnc(SCC(=O)c3ccccc3)o2)cc1	9	184	0	90	90	-58%	-1%	-9	184
CCn1nnnc1SCC(=O)c1cc(OC)ccc1OC	·	·	5	93	88	-25%	-3%	·	·

(further entries)
SMILES	IL1B NFkB inh	IL1B NFkB inh cell count 2 µM	MRP resist rev	MRP resist rev cytotoxicity	MRP resist rev with doxorubicin	PLAP inhibitors HTS	Bcl-B TR3 displacers	IL1B NFkB pot	IL1B NFkB pot cell count 2 µM
CCCc1ccc(-c2c(C)sc(N)c2C#N)cc1	-2	170	·	·	·	6%	-24%	1	170
COC(=O)c1[nH]c2cc(OC)ccc2c1NC(=O)CCN1CCSCC1	-6	181	0	92	92	-7%	0%	6	181
Cc1ccc(-c2csc(N3CCC(C(N)=O)(N4CCCCC4)CC3)n2)cc1	16	177	1	77	76	5%	10%	-15	177
Cn1c(SCCCC(=O)c2ccc(F)cc2)nnc1-c1ccncc1	6	163	4	78	74	-5%	-13%	-6	163
COc1ccccc1CNC(=O)C1CC(c2cccc([N+](=O)[O-])c2)=NO1 (configuration not stated)	2	185	·	·	·	16%	4%	-2	185
COC(=O)c1ccc(CS(=O)(=O)c2ccccc2C)o1	0	127	0	99	99	·	1%	0	127
O=C(O)c1ccccc1NC(=O)C1CCCO1 (configuration not stated)	-8	129	6	96	90	-2%	-6%	8	129
COc1cccc(C2C3CN(C)CC=C3C(C#N)=C(N)C2(C#N)C#N)c1OC (configuration not stated)	-28	142	15	91	76	-8%	0%	28	142
COc1ccccc1-c1cc(C(F)(F)F)nc(S(=O)(=O)CCCC(=O)Nc2cc(C)on2)n1	3	91	·	·	·	3%	0%	-3	91
COc1cccc(OCCNc2cc(N3CCCCC3)ccc2[N+](=O)[O-])c1	4	107	·	·	·	-2%	9%	-4	107
O=C(O)c1ccc(Cl)cc1NC(=O)C1CCCO1 (configuration not stated)	4	111	-7	102	109	9%	-5%	-4	111
CCCCn1c(SCC(=O)N2CCC(C)CC2)nc2ccsc2c1=O	9	156	13	83	70	-38%	-5%	-9	156
COc1ccc(-c2nc(-c3ccccc3)no2)c(OC)c1	·	·	-8	69	78	-35%	0%	·	·
COc1ccc(-c2cc(C(F)(F)F)nc(SCCC(=O)NCc3ccco3)n2)cc1	-12	170	2	70	68	·	·	12	170
COc1ccc(OC)c2[nH]c(=O)c(CCNC(=O)COc3ccccc3)cc12	-24	92	-2	85	87	-33%	0%	24	92
COc1ccc(OC)c(NC(=O)CSc2nnc(Cn3nnc4ccccc43)n2C)c1	-7	143	0	100	100	7%	-1%	7	143
Cc1nn(C)c(Oc2cccc(Cl)c2)c1C(=O)O	1	145	·	·	·	4%	2%	-1	145
COc1ccc(S(=O)(=O)N(C)CC(=O)NC2CCCCC2)cc1OC	1	108	2	96	94	0%	-4%	-1	108
O=C(COc1ccc(Cl)cc1Cl)NCCC1=CCCCC1	9	150	·	·	·	6%	-12%	-9	150
Cn1c(SCc2nnc(-c3ccccc3Br)o2)nc2sc3c(c2c1=O)CCC3	·	·	1	72	71	-54%	-36%	·	·
O=c1cc(-c2ccccc2)[nH]n1-c1ccc([N+](=O)[O-])cc1	5	161	·	·	·	15%	-2%	-5	161
CCC(C)(C)NC(=O)c1ccc(S(=O)(=O)N(C)c2ccccc2OC)cc1	-27	174	·	·	·	-18%	-4%	27	174
Nc1c(C(=O)NCCN2CCOCC2)c2nc3ccccc3nc2n1CCc1ccccc1	1	172	-3	47	50	-28%	-13%	-1	172
CC(C)c1nc2oc3c(=O)[nH]cnc3c2c2c1CCC2	-38	148	-10	81	91	14%	3%	38	148
CCOC(=O)c1cnc2ccc(C)cc2c1NCCO	4	102	2	73	70	·	·	-4	102
COc1ccc(Cl)cc1NC(=O)CCN1CCN(C)CC1	·	·	14	96	82	16%	2%	·	·
O=C(CC1C(=O)OCN1C(=O)OCc1ccccc1)OCC(=O)c1ccccc1 (configuration not stated)	4	205	1	94	93	-1%	0%	-4	205
Cc1ccc(NC(=O)Cn2cnc3sc(C(=O)NCc4ccco4)c(C)c3c2=O)cc1Cl	-8	61	14	88	74	14%	0%	8	61
COCc1c(C(=O)N2CCN(c3ccc(C(F)(F)F)cn3)CC2)oc2ccccc12	-12	135	4	97	94	-82%	-1%	12	135
COc1cccc(N2CC(O)=C(c3ccccc3)C2=N)c1	1	150	21	103	81	4%	-3%	-1	150
COC(=O)c1[nH]c2ccc(Cl)cc2c1NC(=O)C1CC1	·	·	·	·	·	4%	-4%	·	·
CN1CCN(CC(=O)Nc2ccc(Oc3ccccc3)cc2)CC1	10	118	20	102	82	-44%	3%	-10	118
COC(=O)Cc1c(C)nc2nc(NCc3ccc(Cl)cc3)[nH]n2c1=O	-1	103	-14	86	100	-51%	1%	1	103
N#CC(c1cccc(Cl)c1)c1ncc(C(F)(F)F)cc1Cl (configuration not stated)	-12	127	·	·	·	30%	-2%	12	127
CN(Cc1cccs1)C(=O)COc1ccc(-c2nnco2)cc1	9	227	1	86	85	-64%	2%	-9	227
CCOC(=O)c1c(C(C)(C)C)oc2ccc(O)cc12	3	166	-13	30	43	-17%	-1%	-3	166
CC(C)CNc1nc(Oc2ccc(=O)n(C)n2)nc(N2CCOCC2)n1	7	119	7	83	76	-18%	-13%	-7	119
O=C(NCCc1csc(-c2ccc(C(F)(F)F)cc2)n1)c1cccs1	-3	185	13	89	76	23%	2%	3	185
Cc1cc(C)nc(NC(=O)c2ccc(Cl)c(Cl)c2)n1	-3	154	5	107	103	-3%	-12%	3	154
Cc1ccc(S(=O)(=O)NCC(=O)OC(C)C(=O)Nc2ncc(Cl)cc2Cl)cc1 (configuration not stated)	-3	124	-23	85	107	-4%	-2%	3	124
CCOC(=O)N1CCN(S(=O)(=O)c2ccc(OCC)c(C)c2)CC1	11	104	3	93	90	-33%	1%	-11	104
Cc1[nH][nH]c(=O)c1N=Nc1ccccc1	-20	113	10	92	82	-6%	-2%	20	113
Cc1ccc(-c2nnn(CC(=O)N(CC(=O)NC3CCCC3)c3ccc(F)c(Cl)c3)n2)o1	1	74	-13	8	21	·	·	-1	74
COC(=O)CN1C(=O)CSc2ncccc21	-49	60	·	·	·	-3%	0%	52*	60*
COc1cc(C(=S)N2CCCC2)ccc1O	4	74	3	96	93	3%	17%	-4	74
Cc1ccc(Cn2nnc3c(=O)[nH]c(C(=O)NCc4ccco4)nc32)cc1	·	·	10	116	106	-99%	1%	·	·
COc1ccc(S(=O)(=O)N(Cc2cc3cc(C)ccc3[nH]c2=O)CC2CCCO2)cc1 (configuration not stated)	-17	174	1	78	77	12%	-3%	17	174
O=c1oc2ccccc2c2c1SC(C(F)(F)F)C2 (configuration not stated)	8	162	-8	92	100	-10%	9%	-8	162
Cc1ccccc1Oc1cccc(C(=O)/C(C#N)=C/N(C)C)c1	-25	159	6	97	90	-57%	-26%	25	159
O=S(=O)(c1ccccc1)c1nc(-c2ccco2)oc1NCc1ccccc1	-17	190	8	100	92	17%	-15%	17	190
CN(C)c1ccc(CNc2ccc3c(c2)ncn3C)cc1	-12	149	-17	5	23	-74%	2%	12	149
COc1ccccc1/C=N/n1cnnc1	·	·	13	91	78	-24%	-2%	·	·
CCN(CC)CCNc1ncnc2c1[nH]c1ccc(OC)cc12	-9	118	-2	82	84	·	3%	9	118
CCOc1ccc2nc(SCC(=O)c3ccccc3)sc2c1	5	197	0	63	63	21%	2%	-5	197
COc1ccccc1N1CCN(C(=O)Cn2nnc(-c3ccncc3)n2)CC1	-4	116	11	85	74	-50%	21%	4	116
CCOC(=O)NC(NC(=O)OCC)C(=O)c1ccccc1	-7	175	·	·	·	-13%	4%	7	175
NC(=O)COc1ccc(C2c3c(oc4ccccc4c3=O)C(=O)N2CC2CCCO2)cc1 (configuration not stated)	-12	176	-2	77	79	-15%	-5%	12	176
Cc1ccc(O)c(-c2cc(-c3cccc(F)c3)n[nH]2)c1	2	159	1	1	0	-79%	9%	-3	159
C/C(=N\OC(=O)c1ccc(Cl)cc1)c1nccs1	5	152	·	·	·	22%	1%	-5	152
CCOC(=O)c1cccc(NC(=O)CSc2nnc(-c3cccnc3)n2CC)c1	-4	182	0	78	78	-34%	-2%	4	182
Next compounds
SMILES	IL1B NFkB inh	IL1B NFkB inh cell count 2 µM	MRP resist rev	MRP resist rev cytotoxicity	MRP resist rev with doxorubicin	PLAP inhibitors HTS	Bcl-B TR3 displacers	IL1B NFkB pot	IL1B NFkB pot cell count 2 µM
CCn1cc([N+](=O)[O-])c(C(=O)Nc2c(C)nn(Cc3c(F)c(F)c(F)c(F)c3F)c2C)n1	-5	180	·	·	·	-4%	8%	5	180
CN(C)S(=O)(=O)c1cccc(C(=O)OCC(=O)c2ccc3c(c2)NC(=O)CO3)c1	-12	103	·	·	·	9%	0%	12	103
C/C(=N\NS(=O)(=O)c1cccc([N+](=O)[O-])c1)c1cc2ccccc2o1	-6	215	·	·	·	-26%	0%	6	215
COc1cc2cc(C(=O)O)n(C)c2c(OC)c1OC	-2	136	-8	102	110	-13%	8%	2	136
O=C(Cc1ccc(Cl)cc1)N/N=C1\CCCc2ccccc21	1	148	·	·	·	-2%	3%	-1	148
Nc1ccc(C(=O)OCc2nc3ccccc3[nH]2)cc1	-1	86	-3	95	97	17%	-1%	1	86
Cc1c(Br)c(=O)[nH]c(=O)n1COCc1ccccc1	1	91	15	88	74	2%	-6%	-1	91

Four compounds from above, reduced to Bcl-B TR3 displacers:
canonical_smiles	Bcl-B TR3 displacers
CN(C)S(=O)(=O)c1cccc(C(=O)OCC(=O)c2ccc3c(c2)NC(=O)CO3)c1	0%
COc1cc2cc(C(=O)O)n(C)c2c(OC)c1OC	8%
CCn1cc([N+](=O)[O-])c(C(=O)Nc2c(C)nn(Cc3c(F)c(F)c(F)c(F)c3F)c2C)n1	8%
Nc1ccc(C(=O)OCc2nc3ccccc3[nH]2)cc1	-1%
